Source: PubChem
MEP2 TOR yeast: modulators of MEP2-GFP levels in yeast, primary screen, S. cerevisiae, multiplex flow cytometry, MLPCN library | S. cerevisiae MEP2-GFP strain, 3 h; 100% = DMSO control level | GFP response vs DMSO, % at 10 µM | 330,000 compounds, 0.51% hits;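 active = GFP response versus DMSO above a set limit, roughly screen mean plus 3 SD, cut at about 180% in these data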;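 also: median GFP fluorescence of the barcode-gated MEP2-GFP cells per well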
AHR activator: AHR activators, primary screen, cell-based, luminescence, luciferase reporter, human; 320,000 compounds, 2.5% hits; Aryl hydrocarbon receptor (Homo sapiens), P35869; AHR-responsive luciferase reporter cells; activation, % at 5 µM; in the data active = activation above about 47%;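 also: 0% = vehicle wells and 100% = reference agonist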
Target sequence (P35869 whole entry, looked up): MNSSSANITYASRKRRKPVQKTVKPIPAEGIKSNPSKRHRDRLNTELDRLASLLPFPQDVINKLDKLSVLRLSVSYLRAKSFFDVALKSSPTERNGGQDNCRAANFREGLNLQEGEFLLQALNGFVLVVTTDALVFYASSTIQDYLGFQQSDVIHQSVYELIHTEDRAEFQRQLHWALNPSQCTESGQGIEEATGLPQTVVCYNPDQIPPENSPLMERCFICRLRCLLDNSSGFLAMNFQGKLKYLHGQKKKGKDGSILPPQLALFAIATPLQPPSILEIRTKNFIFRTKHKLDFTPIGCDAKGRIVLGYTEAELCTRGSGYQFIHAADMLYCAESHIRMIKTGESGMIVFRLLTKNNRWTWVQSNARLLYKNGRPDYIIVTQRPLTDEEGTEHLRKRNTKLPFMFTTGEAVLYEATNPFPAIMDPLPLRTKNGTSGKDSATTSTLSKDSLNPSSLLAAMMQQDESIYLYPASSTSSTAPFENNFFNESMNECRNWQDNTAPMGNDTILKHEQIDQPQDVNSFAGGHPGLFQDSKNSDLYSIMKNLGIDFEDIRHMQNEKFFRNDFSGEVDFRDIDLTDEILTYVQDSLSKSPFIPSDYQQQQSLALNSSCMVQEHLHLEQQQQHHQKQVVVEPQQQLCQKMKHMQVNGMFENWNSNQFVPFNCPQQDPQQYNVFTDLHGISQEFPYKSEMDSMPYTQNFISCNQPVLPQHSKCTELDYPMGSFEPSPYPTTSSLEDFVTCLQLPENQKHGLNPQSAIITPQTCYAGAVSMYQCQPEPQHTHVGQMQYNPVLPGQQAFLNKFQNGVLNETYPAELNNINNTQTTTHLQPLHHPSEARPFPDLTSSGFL
ZTA DNA inh: ZTA (EBV) inhibition in EBNA-1 counter-screen | inhibition, % at 11 µM | 320,000 compounds, 0.15% hits | AID 2234 | P03206 | ZTA-DNA binding, fluorescence polarization; in the data active = inhibition above about 33%
EBNA-1 inhibitor: EBNA-1 DNA-binding inhibitors, primary screen, biochemical, fluorescence polarization. inhibition, % at 14.8 µM. 300,000 compounds, 0.34% hits. AID 1950, 2009; in the data active = inhibition above about 28%
proCasp3 act: activators of human procaspase-3 D3A mutant, primary screen, biochemical, absorbance, PC-3 D3A mutant, single concentration; recombinant procaspase-3 D3A, Ac-DEVD-pNA absorbance 405 nm; Caspase-3 (Homo sapiens), P42574; activation, % at 8.5 µM; AID 463141, 2010; 330,000 compounds, 0.11% hits;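 active = activation above the mean of all tested compounds plus 3 SD, cut at about 21% in these data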;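 also: 0% = DMSO alone and 100% = DMSO wells spiked with extra 5 µM PC-3 D3A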
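Test system: Procaspase-3 D3A mutant, all three cleavage aspartates alanine | Dosing: Single dose, 8.5 µM nominal compound, 0.8% DMSO | Schedule: 1 h preincubation, 2 h reaction | Technique: 405 nm absorbance of p-nitroaniline, reads at 0 and 120 min | Repeats: One well per compound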
RPL19A-GFP yeast: RPL19A-GFP expression modulators in yeast, primary screen, cell-based, S. cerevisiae, multiplex flow cytometry, MLPCN. 330,000 compounds, 0.3% hits. percent response vs DMSO, % at 10 µM. S. cerevisiae RPL19A-GFP strain, 3 h; hits give low values. AID 2025, 2009;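 active = percent response vs DMSO below 50%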;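 also: median channel GFP fluorescence of the barcoded RPL19A-GFP strain; ratio of sample median GFP to plate DMSO average so 100% = DMSO; lower means less RPL19A-GFP as with rapamycin TOR inhibition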
LAP4-GFP MLPCN: modulators of LAP4-GFP expression in yeast, primary screen, S. cerevisiae, multiplex flow cytometry, MLPCN library; 3 h; median GFP as percent of DMSO wells; GFP response vs DMSO, % at 10 µM; 320,000 compounds, 0.34% hits; AID 2023, 2009;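 active = GFP response vs DMSO above a set limit, about the screen mean plus 3 SD, cut at about 150% in these data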
proCasp7 act: procaspase-7 activators, primary screen, counter-screen for procaspase-3 activator project, biochemical, absorbance, HTS, human; recombinant procaspase-7, Ac-DEVD-pNA absorbance 405 nm; D23A/D198A/D206A triple mutant, cannot self-cleave; scale: DMSO 0, 5 µM enzyme 100; 330,000 compounds, 0.093% hits; Caspase-7 (Homo sapiens), P55210; activation, % at 8.5 µM; AID 463210, 2010;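 active = percent activation above the screen-wide mean plus 3 SD, cut at about 25% in these data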
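signal = Epi-absorbance of released pNA at 405 nm, two timepoints | assay system = Uncleavable procaspase-7 mutant enzyme | reagent = Ac-DEVD-pNA substrate, 400 µM as added | times = 1 h enzyme–compound preincubation and 2 h substrate reaction, both 25 °C | benchmarks = low DMSO alone, high DMSO plus 5 µM PC-7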
Numbers without * were called inactive.

How did Cc1cc(C)n(-c2nc3ccccc3nc2Nc2ccc(CC(=O)O)cc2)n1 do in these assays?
MEP2 TOR yeast: 95; AHR activator: 9; ZTA DNA inh: 8; EBNA-1 inhibitor: 8; proCasp3 act: 12; RPL19A-GFP yeast: 102; LAP4-GFP MLPCN: 102; proCasp7 act: 8

Results for CN(CCC#N)C(=O)COc1ccc(Br)cc1Cl ?
MEP2 TOR yeast: 104; AHR activator: 6; ZTA DNA inh: -6; EBNA-1 inhibitor: 5; proCasp3 act: 0; RPL19A-GFP yeast: 109; LAP4-GFP MLPCN: 95; proCasp7 act: 1

What do the screens show for `N#Cc1ccc(-c2ccccc2)nc1SCC(=O)c1cc2ccccc2oc1=O`?
MEP2 TOR yeast: 102; AHR activator: 55*; ZTA DNA inh: -17; EBNA-1 inhibitor: -8; proCasp3 act: -37; RPL19A-GFP yeast: 102; LAP4-GFP MLPCN: 83; proCasp7 act: -45

How did CN1CCCc2cc(C=O)ccc21 do in these assays?
MEP2 TOR yeast: 109; AHR activator: 2; ZTA DNA inh: 4; EBNA-1 inhibitor: 7; proCasp3 act: -4; RPL19A-GFP yeast: 104; LAP4-GFP MLPCN: 110; proCasp7 act: 8

What do the screens show for `O=C(c1ccccc1F)N1CCN=C1SCc1cccnc1`?
MEP2 TOR yeast: 105; AHR activator: 6; ZTA DNA inh: 1; EBNA-1 inhibitor: -3; proCasp3 act: 7; RPL19A-GFP yeast: 98; LAP4-GFP MLPCN: 101; proCasp7 act: 2

Results for CN1CCN(C(=O)CNC(=O)c2cccs2)CC1 ?
MEP2 TOR yeast: 86; AHR activator: 2; proCasp3 act: 8; RPL19A-GFP yeast: 91; LAP4-GFP MLPCN: 92; proCasp7 act: 2

What do the screens show for `COc1ccccc1C1c2ccc3ccccc3c2Oc2ncn(CCN(C)C)c(=N)c21` (stereo not given)?
MEP2 TOR yeast: 103; AHR activator: 4; ZTA DNA inh: 15; EBNA-1 inhibitor: 0; proCasp3 act: 2; RPL19A-GFP yeast: 92; LAP4-GFP MLPCN: 95; proCasp7 act: 14

How did CC(C)c1ccc(/C=N/N2CCCCC2)cc1 do in these assays?
MEP2 TOR yeast: 97; AHR activator: 1; ZTA DNA inh: -15; EBNA-1 inhibitor: 0; proCasp3 act: 1; RPL19A-GFP yeast: 95; LAP4-GFP MLPCN: 108; proCasp7 act: 6

Results for CCOc1ccc(C(=O)CCC(=O)N2CCN(S(=O)(=O)c3cccc(F)c3)CC2)cc1 ?
MEP2 TOR yeast: 90; AHR activator: 0; ZTA DNA inh: 5; proCasp3 act: 7; RPL19A-GFP yeast: 91; LAP4-GFP MLPCN: 86; proCasp7 act: -1

Results for COc1ccc(/C(O)=C/C(=O)C(=O)NNC(=O)c2ccccc2)cc1 ?
MEP2 TOR yeast: 105; AHR activator: 4; ZTA DNA inh: 5; EBNA-1 inhibitor: -15; proCasp3 act: 0; RPL19A-GFP yeast: 101; LAP4-GFP MLPCN: 102; proCasp7 act: -6

What do the screens show for `COc1cc(NC(=O)CCc2nnc3ccc(N4CCCC4)nn23)cc(OC)c1OC`?
MEP2 TOR yeast: 103; AHR activator: 0; ZTA DNA inh: -6; EBNA-1 inhibitor: -2; proCasp3 act: -1; RPL19A-GFP yeast: 97; LAP4-GFP MLPCN: 89; proCasp7 act: 3

Results for O=C(CN1CCN(S(=O)(=O)c2cccc(F)c2)CC1)Nc1ccnn1C1CCCC1 ?
MEP2 TOR yeast: 94; AHR activator: 1; ZTA DNA inh: -8; proCasp3 act: 2; RPL19A-GFP yeast: 93; LAP4-GFP MLPCN: 89; proCasp7 act: 4

How did CCc1ccc(N(C(=O)CCC(=O)Nc2cc(C)on2)C(C(=O)NC2CCCC2)c2ccco2)cc1 (stereo not given) do in these assays?
MEP2 TOR yeast: 104; AHR activator: -5; ZTA DNA inh: -4; EBNA-1 inhibitor: 5; proCasp3 act: 1; RPL19A-GFP yeast: 98; LAP4-GFP MLPCN: 94; proCasp7 act: 15

What do the screens show for `O=C(Nc1cc(S(=O)(=O)N2CCOCC2)ccc1N1CCOCC1)c1ccccc1F`?
MEP2 TOR yeast: 103; AHR activator: 0; ZTA DNA inh: -3; proCasp3 act: 23*; RPL19A-GFP yeast: 103; LAP4-GFP MLPCN: 99; proCasp7 act: -2

Results for CCn1c(O)c(C=Nc2ccccc2)sc1=S ?
MEP2 TOR yeast: 96; AHR activator: 5; ZTA DNA inh: 6; EBNA-1 inhibitor: 8; proCasp3 act: -7; RPL19A-GFP yeast: 93; LAP4-GFP MLPCN: 140; proCasp7 act: -11

What do the screens show for `Cc1cccc(C(C)C)c1NC(=O)COC(=O)CCN1C(=O)C2CC=CCC2C1=O` (stereo not given)?
MEP2 TOR yeast: 102; AHR activator: 0; ZTA DNA inh: 2; EBNA-1 inhibitor: 1; proCasp3 act: 12; RPL19A-GFP yeast: 99; LAP4-GFP MLPCN: 103; proCasp7 act: 1

What do the screens show for `S=c1[nH]nc(-c2ccncc2)n1/N=C/c1ccccc1Cl`?
MEP2 TOR yeast: 102; AHR activator: 5; ZTA DNA inh: -4; EBNA-1 inhibitor: -2; proCasp3 act: 10; RPL19A-GFP yeast: 101; LAP4-GFP MLPCN: 104; proCasp7 act: -5

How did CCN(CC)C(=O)c1ccc(C(=O)c2ccccc2)cc1 do in these assays?
MEP2 TOR yeast: 101; AHR activator: 2; ZTA DNA inh: -15; EBNA-1 inhibitor: 6; proCasp3 act: 1; RPL19A-GFP yeast: 98; LAP4-GFP MLPCN: 104; proCasp7 act: 3

What do the screens show for `CC1CCc2sc(C(=O)Nc3nnc(SCc4ccc(F)cc4)s3)cc2C1` (stereo not given)?
MEP2 TOR yeast: 97; AHR activator: 21; ZTA DNA inh: -4; EBNA-1 inhibitor: -8; proCasp3 act: -8; RPL19A-GFP yeast: 98; LAP4-GFP MLPCN: 98; proCasp7 act: 10

How did CCOC(=O)c1c(CC(C)C)csc1NC(C)=O do in these assays?
MEP2 TOR yeast: 103; AHR activator: -1; ZTA DNA inh: 7; EBNA-1 inhibitor: 3; proCasp3 act: -3; RPL19A-GFP yeast: 105; LAP4-GFP MLPCN: 109; proCasp7 act: -9

How did Cc1cccc(OCc2nnc(SCC(=O)Nc3nccs3)o2)c1 do in these assays?
MEP2 TOR yeast: 97; AHR activator: 10; ZTA DNA inh: 5; EBNA-1 inhibitor: 0; proCasp3 act: -4; RPL19A-GFP yeast: 97; LAP4-GFP MLPCN: 103; proCasp7 act: 0

What do the screens show for `COCCNC(=O)C(OC(=O)CC1Sc2ccccc2NC1=O)c1ccncc1` (stereo not given)?
MEP2 TOR yeast: 106; AHR activator: 4; ZTA DNA inh: -14; EBNA-1 inhibitor: 5; proCasp3 act: -4; RPL19A-GFP yeast: 97; LAP4-GFP MLPCN: 96; proCasp7 act: 2

What do the screens show for `C/C(=N\NC(=O)c1ccoc1C)c1cccc2ccccc12`?
MEP2 TOR yeast: 92; AHR activator: 3; ZTA DNA inh: -25; EBNA-1 inhibitor: -5; proCasp3 act: 5; RPL19A-GFP yeast: 92; LAP4-GFP MLPCN: 106; proCasp7 act: -1

Results for O=C(N=C1SC2CS(=O)(=O)CC2N1c1ccccc1)c1ccccc1 (stereo not given) ?
MEP2 TOR yeast: 105; AHR activator: -1; proCasp3 act: -1; RPL19A-GFP yeast: 103; LAP4-GFP MLPCN: 96; proCasp7 act: 3

Arranged by formula weight (lowest first): some entries from above
What do the screens show for `C/C(=N\NC(=O)c1ccoc1C)c1cccc2ccccc12`?
MEP2 TOR yeast: 92; AHR activator: 3; ZTA DNA inh: -25; EBNA-1 inhibitor: -5; proCasp3 act: 5; RPL19A-GFP yeast: 92; LAP4-GFP MLPCN: 106; proCasp7 act: -1

How did Cc1cccc(OCc2nnc(SCC(=O)Nc3nccs3)o2)c1 do in these assays?
MEP2 TOR yeast: 97; AHR activator: 10; ZTA DNA inh: 5; EBNA-1 inhibitor: 0; proCasp3 act: -4; RPL19A-GFP yeast: 97; LAP4-GFP MLPCN: 103; proCasp7 act: 0

How did CCc1ccc(N(C(=O)CCC(=O)Nc2cc(C)on2)C(C(=O)NC2CCCC2)c2ccco2)cc1 (stereo not given) do in these assays?
MEP2 TOR yeast: 104; AHR activator: -5; ZTA DNA inh: -4; EBNA-1 inhibitor: 5; proCasp3 act: 1; RPL19A-GFP yeast: 98; LAP4-GFP MLPCN: 94; proCasp7 act: 15

The listing continues:
How did c1ccc(CCC2Cc3ccccc3N2)cc1 (stereo not given) do in these assays?
MEP2 TOR yeast: 95; AHR activator: -14; ZTA DNA inh: -21; proCasp3 act: 8; RPL19A-GFP yeast: 95; LAP4-GFP MLPCN: 92; proCasp7 act: 7

What do the screens show for `COc1c(OC)c(O)c2c(=O)cc(-c3c(O)cccc3O)oc2c1OC`?
MEP2 TOR yeast: 98; AHR activator: 9; ZTA DNA inh: -8; EBNA-1 inhibitor: -12; proCasp3 act: 1; RPL19A-GFP yeast: 95; LAP4-GFP MLPCN: 96; proCasp7 act: -7

Results for COC(=O)C1CCN(Cc2cc(=O)oc3cc(OC)ccc23)CC1 ?
MEP2 TOR yeast: 107; AHR activator: -1; ZTA DNA inh: 6; EBNA-1 inhibitor: -2; proCasp3 act: 7; RPL19A-GFP yeast: 102; LAP4-GFP MLPCN: 109; proCasp7 act: 10

What do the screens show for `CC1CCc2c(sc(NC(=O)COC(=O)c3ccc(NC(=O)CC#N)cc3)c2C#N)C1` (stereo not given)?
MEP2 TOR yeast: 95; AHR activator: 3; ZTA DNA inh: 3; EBNA-1 inhibitor: 0; proCasp3 act: 7; RPL19A-GFP yeast: 93; LAP4-GFP MLPCN: 94; proCasp7 act: 7

Results for CN1CCN(S(=O)(=O)c2cccc(S(=O)(=O)c3ccc(Cl)c(Cl)c3)c2)CC1 ?
MEP2 TOR yeast: 99; AHR activator: -5; ZTA DNA inh: -3; EBNA-1 inhibitor: 3; proCasp3 act: -1; RPL19A-GFP yeast: 104; LAP4-GFP MLPCN: 96; proCasp7 act: 10

Results for O=C(Nc1ccccn1)c1ccc2c(c1)S(=O)(=O)c1ccccc1C2=O ?
MEP2 TOR yeast: 84; AHR activator: 11; ZTA DNA inh: 1; EBNA-1 inhibitor: -3; proCasp3 act: 3; RPL19A-GFP yeast: 94; LAP4-GFP MLPCN: 99; proCasp7 act: -2
